M1 PAM: potentiates human M1 receptor response to acetylcholine. P11229. CHO-K1 hM1, Fluo-8 calcium fluorescence, ACh EC20; 0% = ACh EC20, 100% = maximal ACh. activation, % at 3 µM. actives 0.088% (n = 360,000); in the data active = activation above about 19%, passing the limit was not always enough
Target sequence (P11229 whole entry, looked up): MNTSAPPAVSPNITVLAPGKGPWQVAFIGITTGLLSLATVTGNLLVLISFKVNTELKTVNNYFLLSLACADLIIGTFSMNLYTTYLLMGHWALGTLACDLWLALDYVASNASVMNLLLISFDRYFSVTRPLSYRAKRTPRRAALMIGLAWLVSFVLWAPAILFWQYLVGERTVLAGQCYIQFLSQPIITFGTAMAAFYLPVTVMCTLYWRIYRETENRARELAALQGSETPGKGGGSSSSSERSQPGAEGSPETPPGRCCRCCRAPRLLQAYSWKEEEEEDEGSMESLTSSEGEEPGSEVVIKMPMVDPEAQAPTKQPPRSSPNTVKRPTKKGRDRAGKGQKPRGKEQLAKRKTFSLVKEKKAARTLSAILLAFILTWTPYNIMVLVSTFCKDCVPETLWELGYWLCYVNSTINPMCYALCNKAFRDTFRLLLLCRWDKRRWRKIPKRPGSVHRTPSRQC
TAAR1 ag: human TAAR1 agonism. Q96RJ0. CHO RD-HGA16 TAAR1, Fluo-8 calcium fluorescence; vehicle wells 0%, saturating PEA agonist 100%. activation, % at 3 µM. actives 0.99% (n = 360,000). AID 624467;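 active = activation above the mean activation of all test compounds in the run plus 3 SD, cut at about 38% in these data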
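System: CHO-derived RD-HGA16 cells with stable Gα16 and human TAAR1. Times: 17-24 h plating, Fluo-8 75 min 37 °C, 30 min RT. Measured by: calcium-sensitive Fluo-8 signal, excitation 470-495, emission 515-575 nm. Read-out basis: % activation relative to PEA EC100 response. Control set: DMSO and PEA EC100. Repeats: no replicates (n 1).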
M1 ag: agonists of human M1 muscarinic receptor; actives 0.33% (n = 360,000); activation, % at 3 µM; CHO-K1 hM1, Fluo-8 calcium fluorescence, agonist mode; 0% DMSO, 100% acetylcholine EC100; AID 588814; P11229;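 active = activation above the run's mean compound activation plus 3 SD, cut at about 16% in these data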;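 also: peak over basal fluorescence ratio within a 140 s kinetic read after compound addition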
V1aR counter: counter-screen for oxytocin receptor agonists: human V1a receptor agonists; P37288; actives 0.25% (n = 320,000); CHO-V1R cells, Fluo-8 calcium fluorescence, agonist mode; 0% DMSO, 100% 3 nM vasopressin; AID 2797; activation, % at 3 µM;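 active = activation above the mean activation of all tested compounds plus 3 SD, per screening run, cut at about 20% in these data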;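 also: signal is peak over basal fluorescence ratio across a 100 second FLIPR read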
Target sequence (P37288 whole entry, looked up): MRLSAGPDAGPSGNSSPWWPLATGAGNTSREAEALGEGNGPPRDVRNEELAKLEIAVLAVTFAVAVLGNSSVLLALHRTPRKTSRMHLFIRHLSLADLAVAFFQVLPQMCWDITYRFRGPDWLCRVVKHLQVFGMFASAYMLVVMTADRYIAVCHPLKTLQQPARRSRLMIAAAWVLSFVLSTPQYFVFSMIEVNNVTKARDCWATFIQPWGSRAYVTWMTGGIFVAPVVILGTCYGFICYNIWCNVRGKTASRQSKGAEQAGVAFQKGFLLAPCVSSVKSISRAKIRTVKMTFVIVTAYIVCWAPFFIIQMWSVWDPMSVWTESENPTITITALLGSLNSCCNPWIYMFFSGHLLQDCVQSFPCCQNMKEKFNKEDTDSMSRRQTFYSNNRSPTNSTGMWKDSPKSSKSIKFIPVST
OXTR potentiate: human OXTR potentiation | P30559 | CHO-OTR cells, Fluo-8 calcium fluorescence, potentiator mode; 0% = oxytocin EC15, 100% = EC100 | activation, % at 3 µM | actives 0.061% (n = 320,000) | AID 2445;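 active = activation above that plate's cutoff, the mean activation of tested compounds plus 3 SD, cut at about 6.6% in these data, passing the limit was not always enough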;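 also: 100% uses oxytocin at 75 nM as the full agonist control; some results filed as inactive read as strong as hits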
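Dosing: Single dose, 3.0 µM nominal final compound concentration | Material: Human OTR in CHO cells | Technique: Kinetic Fluo-8 calcium fluorescence | Benchmarks: EC15 oxytocin alone as 0%, 75 nM oxytocin as 100% | Probe or stimulus: Oxytocin at about EC15, sub-maximal agonist stimulus | Incubation: Compound 6 min at room temperature before oxytocin, 100 s read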
M1 antag: antagonists of human M1 muscarinic receptor | actives 1.3% (n = 360,000) | CHO-K1 hM1, Fluo-8 calcium fluorescence, ACh EC80 antagonist | AID 588852 | P11229 | inhibition, % at 3 µM;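 active = percent inhibition above its own plate's cutoff, namely the mean of that plate's compound wells plus 3 SD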;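 also: peak over basal fluorescence ratio during 140 s after agonist addition; 0% = ACh EC80 plus DMSO and 100% = DMSO alone without agonist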
OXTR ag: agonists of human oxytocin receptor. P30559. CHO-OTR cells, Fluo-8 calcium fluorescence; normalized: DMSO 0%, oxytocin 100%. activation, % at 3 µM. actives 0.32% (n = 320,000). AID 2435;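 active = activation above the mean of all tested compounds plus 3 SD, cutoff set per screening run, cut at about 20% in these data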;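 also: peak over basal fluorescence ratio from a 100 s FLIPR kinetic read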
TAAR1 antag: human TAAR1 antagonism; inhibition, % at 3 µM; actives 1.5% (n = 360,000); CHO RD-HGA16 TAAR1, Fluo-8 calcium fluorescence, antagonist; Q96RJ0;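 active = inhibition above a per-plate cutoff, the mean inhibition of test compounds on that plate plus 3 SD, cut at about 49% in these data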;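 also: 0% = DMSO plus EC80 beta-PEA response and 100% = DMSO alone without agonist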
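System: RD-HGA16 CHO cells with stable hTAAR1 and Gα16 | Probe or stimulus: EC80 β-phenethylamine stimulus | Dosing: 3 µM, single point | Times: Dye loading 75 min at 37 °C, then 30 min room temperature | Measured by: Fluo-8 calcium-sensitive fluorescence | Read-out basis: % inhibition of agonist calcium response | Replicates: n of 1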
CHO parental Ca: signal in parental CHO cells, OX1R antagonist counter-screen. parental CHO-K1, ATP-induced calcium, Fluo-8 fluorescence. inhibition, % at 5.6 µM. actives 0.63% (n = 330,000). AID 463079;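 active = inhibition above that plate's mean sample inhibition plus 3 SD, cut at about 26% in these data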;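 also: 0% = ATP-challenged DMSO wells and 100% = DMSO wells without ATP; some compounds past the cut are filed as inactive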
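Material: Parental CHO cells | Reagent: ATP | Compound dosing: Single nominal dose of 5.6 µM per compound | Detection: Intracellular calcium via Fluo-8 no-wash fluorescent dye | Read-out: % inhibition of ATP-induced calcium mobilization | Benchmarks: Low control ATP plus DMSO, high control DMSO only | Replicates: Singlicate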
Numbers without * were called inactive; x = not tested or not shown.

SMILES | M1 PAM | TAAR1 ag | M1 ag | V1aR counter | OXTR potentiate | M1 antag | OXTR ag | TAAR1 antag | CHO parental Ca
CC(=O)c1cccc(N2C(=NC(=O)C3CCCCC3)SC3CS(=O)(=O)CC32)c1 (stereo not given) | 3 | 3 | -2 | 1.1 | -14 | 0 | -1.0 | -29 | -7
O=[N+]([O-])c1ccc(O)c(C=NN2CCCCC2)c1 | 2 | 4 | 5 | x | x | -9 | x | -13 | x
CC1(C)CN(c2ccccc2)N(C(=O)c2ccc(C#N)cc2)C1=O | 0 | 2 | -6 | -0.4 | -4 | 1 | -0.7 | 6 | -11
O=C(CCCc1nc(-c2ccc(Cl)cc2)no1)N1CCOCC1 | -8 | 3 | -5 | 5.6 | -7 | 9 | 6.3 | 7 | -3
COCc1nc2sc(C)c(C)c2c(=O)[nH]1 | 4 | 1 | -3 | -0.4 | -15 | -4 | 0.5 | 4 | -9
C=CCn1c(SCC(=O)Nc2ccc(C(=O)O)cc2)nnc1-c1cccnc1 | -1 | 6 | -1 | 0.8 | -3 | 7 | -0.2 | -24 | -9
O=C(CN(C(=O)CCC(=O)Nc1nccs1)c1ccccc1F)NCC1CCCO1 (stereo not given) | 0 | -1 | -3 | 2.9 | -13 | -4 | -0.3 | 6 | -13
Cc1nn(-c2ccccc2)c(NC(=O)c2ccccc2)c1Br | 9 | -3 | -4 | -0.2 | -6 | -15 | -1.9 | -17 | -15
O=[N+]([O-])c1ccc(C2=NN(CCO)C(=Nc3ccc(OC(F)(F)F)cc3)SC2)cc1 | -16 | 6 | -4 | -0.7 | -9 | 25 | -2.5 | 16 | 2
CC(CC(=O)N(CCC1=CCCCC1)c1c(N)n(Cc2ccccc2)c(=O)[nH]c1=O)c1ccccc1 (stereo not given) | -2 | -1 | -1 | -0.5 | -6 | 7 | -1.1 | 0 | -23
O=C1CCC(=O)N1CCc1c[nH]c2ccccc12 | 3 | 3 | -2 | 1.2 | -15 | -14 | 0.0 | -6 | -6
Cc1ccc(NS(=O)(=O)c2c(C)[nH]c(C)c2C(=O)N2CCCCC2)cc1F | -10 | 2 | -2 | 0.4 | -2 | 29 | 1.1 | -13 | -15
CC(NC(=O)c1cc(-c2cccnc2)nc2ccc(Br)cc12)C1CCCO1 (stereo not given) | 9 | 2 | -4 | 1.1 | -11 | -13 | -1.0 | 8 | -7
COCC(=O)Nc1nnc(Cc2ccc(OC)cc2)s1 | 9 | 10 | -1 | 1.8 | -3 | -36 | -0.3 | -1 | -3
O=C(NCc1ccco1)c1cccc(NC(=O)c2ccccc2)c1 | 10 | 7 | -6 | 1.1 | -10 | -9 | -0.6 | 9 | -2
COc1cc2ncc(S(=O)(=O)c3ccccc3)c(N3CCCC(C)C3)c2cc1OC (stereo not given) | 10 | 0 | 2 | 1.5 | -10 | -2 | -1.5 | 36 | 16
CCN(CC)C(=O)N1c2ccccc2CC(N(CC)CC)c2ccccc21 (stereo not given) | -5 | 17 | 13 | -1.3 | 0 | 4 | -2.6 | 5 | -20
Cn1c(CCc2ccccc2)nnc1SCC(N)=O | 15 | 0 | 5 | 0.6 | 3 | -3 | -0.7 | -8 | -6
Cc1ccc(S(=O)(=O)N(C)C)cc1NC(=O)COC(=O)CNC(=O)c1cccs1 | 7 | 0 | 1 | 0.8 | -1 | -8 | 0.7 | 5 | -7
COC(=O)c1ccc(Cn2ccc(=O)[nH]c2=O)cc1 | 9 | 1 | 0 | x | x | -22 | x | -5 | x

Record cards, from the list above. Order of screens: M1 PAM	TAAR1 ag	M1 ag	V1aR counter	OXTR potentiate	M1 antag	OXTR ag	TAAR1 antag	CHO parental Ca
COC(=O)c1ccc(Cn2ccc(=O)[nH]c2=O)cc1 across the screens: 9	1	0	x	x	-22	x	-5	x
Cn1c(CCc2ccccc2)nnc1SCC(N)=O across the screens: 15	0	5	0.6	3	-3	-0.7	-8	-6
O=C(NCc1ccco1)c1cccc(NC(=O)c2ccccc2)c1 across the screens: 10	7	-6	1.1	-10	-9	-0.6	9	-2

Continued:
SMILES | M1 PAM | TAAR1 ag | M1 ag | V1aR counter | OXTR potentiate | M1 antag | OXTR ag | TAAR1 antag | CHO parental Ca
CC(=O)N(CCCN(C)C)Cc1ccccn1 | 8 | 2 | -5 | 1.4 | -6 | -9 | -1.8 | -36 | 5
CN(C)CCCNC(=S)/N=c1\sccn1Cc1ccccc1Cl | 2 | 0 | -11 | 1.2 | -3 | -9 | 1.7 | 4 | -13
Cc1cc(/C=N/n2cnnc2)c(O)c([N+](=O)[O-])c1 | 7 | -1 | -4 | 1.3 | 3 | -5 | 0.7 | 2 | 0
COc1cccc(-c2nn(-c3ccc(C)cc3)cc2C(=O)NCC2CCCO2)c1 (stereo not given) | 8 | 3 | -3 | -1.7 | -7 | -15 | -1.6 | 7 | -6
O=C1N[C@H](Cc2c[nH]c3ccccc23)COC(=O)[C@H](Cc2ccc(F)cc2)C/C=C\C[C@H]1CC(=O)N(CCO)Cc1ccccc1 | -6 | 4 | -5 | -0.8 | -6 | 8 | 0.7 | 31 | -10
COc1ccc(OC)c(CN2CCN(Cc3cc(OC)c(OC)c(OC)c3)CC2)c1 | 3 | 2 | -5 | 0.1 | -16 | -13 | -0.8 | 5 | -10
CCN(c1ccccc1)S(=O)(=O)c1ccc(C(=O)N2CCN(c3ccccc3)CC2)cc1 | -14 | -1 | -4 | -0.3 | -4 | 9 | 0.3 | 9 | -8
COCCC(=O)N1CCC(Oc2ccc(C(=O)N(C)C3CCCCC3)cc2)CC1 | 17 | 1 | 1 | 1.2 | -7 | -28 | -0.5 | 7 | -10
COc1ccc(S(=O)(=O)N2CCOC2CNC(=O)C(=O)NCc2ccc(F)cc2)cc1 (stereo not given) | 1 | 0 | 0 | 3.0 | -5 | 2 | 0.1 | -7 | -12
COc1ccc(C2CC(c3ccc4ccccc4c3)=NN2C(=O)CSc2ncccn2)cc1 (stereo not given) | -1 | 2 | -6 | 5.6 | -9 | 6 | 2.7 | 17 | -10
Cc1noc(NS(=O)(=O)c2ccc(NC(=O)CC(C)C)cc2)c1C | 5 | 0 | -6 | 0.4 | -2 | -9 | 0.9 | 13 | -15
CNC(=S)N/N=C(\C)c1ccc(N2CCOCC2)cc1 | 2 | 3 | -6 | x | x | 1 | x | 2 | x
CC1(C)CC(=O)C=C(/C=C/c2ccccc2)C1 | 14 | 3 | 0 | 0.9 | -3 | -4 | -1.3 | -5 | -7
COc1ccc(NC(=O)CSc2ncc(-c3ccc(F)cc3)n2Cc2ccco2)cc1 | -10 | 5 | -3 | 0.4 | -12 | 19 | 1.5 | 26 | -14
CCOC(=O)/C=C/C(=O)Nc1ccc(S(=O)(=O)N2CCc3ccccc32)cc1 | 10 | 2 | 3 | 3.2 | -4 | -13 | 2.5 | 24 | 8
CCc1ccc(NC(=O)Cn2c(=O)n(CCCC(=O)NCc3ccco3)c(=O)c3ccccc32)cc1 | 4 | -1 | -1 | -1.1 | -9 | -5 | -1.2 | 2 | -14
CCN(CC)CCNC(=O)c1ccccn1 | 2 | 11 | -6 | 0.9 | -12 | -14 | -0.2 | -3 | 14
C[C@@H]1CN([C@H](C)CO)C(=O)CCCn2cc(nn2)CO[C@H]1CN(C)C(=O)c1ccncc1 | 1 | 3 | -7 | x | x | -3 | x | -15 | x
CCc1ccccc1NC(=O)c1cc(S(=O)(=O)N2CCc3ccccc32)cn1C | -2 | -1 | -3 | -0.3 | -6 | -8 | -1.0 | -25 | -8
CCOC(=O)N(C)c1c(CC)nc2c(OCc3ccc(C(F)(F)F)cc3)cccn12 | -6 | -1 | -10 | x | x | 7 | x | -13 | x
COc1cc2c(cc1OC)C(C(=O)N1CCN(c3ccccc3)CC1)C(c1cccs1)N(C)C2=O (stereo not given) | 0 | 2 | -4 | 0.3 | -23 | 2 | -1.7 | 12 | -25
COCCn1cnnc1SCC(=O)Nc1cc(OC)c([N+](=O)[O-])cc1C | 7 | 10 | -4 | 1.0 | -7 | -5 | -0.2 | 13 | 9
Cc1oc(-c2ccc(F)cc2F)nc1CN1CCN(C(=O)c2ccco2)CC1 | 12 | 0 | 1 | x | x | -16 | x | 2 | x
Cc1csc(NC(=O)c2cc3c(s2)CCCC3)n1 | -11 | 12 | -3 | -0.7 | -4 | -5 | -1.6 | 5 | -14
Cc1nc(C(=O)NNC(=O)Nc2ccccc2)cs1 | 5 | 0 | -1 | 0.3 | -7 | -16 | -1.4 | -8 | -4
CCOC(=O)c1cc(NC(=O)c2ccc(C)cc2)c(=O)oc1-c1ccccc1 | 3 | 2 | -5 | 0.6 | -10 | 1 | -0.7 | 13 | -22
CN(Cc1ccccc1)C(=O)c1cccc(NC(=O)Cc2ccc(NC(=O)C3CCCN(C(=O)c4ccccc4)C3)cc2)c1 (stereo not given) | 9 | 3 | -4 | x | x | -12 | x | -7 | x
CCn1c(=O)cc(OCC(=O)N2CCCC2)c2ccccc21 | 2 | 3 | 0 | 0.3 | -4 | -5 | -0.2 | -4 | -22
Cc1ccc(C)c(C2NC(=O)c3ccccc3N2)c1 (stereo not given) | 16 | 0 | 0 | 0.5 | -2 | -12 | -0.1 | 0 | -9
COCCNC(=S)Nc1ccc(N2CCOCC2)c(S(=O)(=O)Nc2ccccc2OC)c1 | 5 | 6 | -1 | 1.5 | -4 | 0 | 1.5 | -1 | -15
COc1ccc(-n2ncc3c(NCC(C)C)ncnc32)cc1 | 5 | 5 | -3 | 0.5 | -2 | -3 | -1.3 | 3 | -20
CC(NC(=O)C1C2C=CC(C2)C1C(=O)O)c1ccccc1 (stereo not given) | 7 | 10 | -2 | -0.6 | -14 | -12 | 2.5 | 3 | -1
Cc1ccc(OCC(=O)Nc2cc(S(=O)(=O)N3CCOCC3)ccc2N2CCCC2)cc1 | 3 | -3 | -4 | x | x | 8 | x | 7 | x
COc1ccc(C2CC(c3ccccc3Br)=NN2c2ccc(S(N)(=O)=O)cc2)cc1 (stereo not given) | 4 | 1 | -1 | x | x | -6 | x | 12 | -17
COC(=O)c1ccc2nc(-c3ccc(OC)c(OC)c3)c(Cc3ccccc3)n2c1 | 3 | -2 | -3 | x | x | -24 | x | -18 | x

High-throughput results: PubChem BioAssay, The Scripps Research Institute Molecular Screening Center

Rows were taken by chance (roughly 3.7% active in at least one column).
